MDM2 E3 inh: Mdm2 E3 ligase (human) inhibition; cell-based MDM2 ubiquitination luciferase reporter, 2 h; 0 = plate control, 100 = twice control, blank-subtracted; signal enhancement, % at 5 µM; Q00987; hit rate 0.11% among 210,000;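 active = signal enhancement of 30% or more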;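 also: luminescence tracks abundance of the self-degrading MDM2-luciferase fusion protein; higher signal means inhibition of MDM2 E3 ligase activity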
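Buffer or medium: Cells held in DMEM | Assay system: Stable mammalian line carrying autodegrading MDM2–luciferase fusion reporter | Quantity: 2000 cells/well | Times: 4 h settle plus 2 h compound, 37 °C | Doses: One concentration, 5 µM, with 0.2% DMSO | Technique: Luminescence with SteadyLite reagent, 15 min at room temperature | Benchmarks: Plate controls and plate blanks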
Runt-SMMHC FRET: blocks binding of human RUNX1 Runt domain to CBFb-SMMHC; AID 1434; Q01196+Q13951; hit rate 0.74% among 220,000; inhibition, % at 20 µM; Cerulean-Runt/Venus-CBFb-SMMHC FRET ratio 530/480, 1 h;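 active = mean inhibition across duplicate retests at 20 µM reaching about 50%, limit read from the data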;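 also: 0% = DMSO wells and 100% = wells with excess untagged CBFb-SMMHC; inhibitors lower the FRET ratio by blocking Runt binding to CBFb-SMMHC; some results filed as inactive read as strong as hits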
NPY Y1 blocker: blocks the human neuropeptide Y Y1 receptor. P25929. HEK293-CNG Y1 cells, membrane potential fluorescence; NPY at EC95, then isoproterenol. inhibition, % at 3.6 µM. hit rate 1% among 200,000. AID 1040;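 active = inhibition above the campaign mean inhibition of all tested compounds plus 3 SD, cut at about 20% in these data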;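 also: 0% = DMSO wells given NPY plus isoproterenol and 100% = isoproterenol alone without NPY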
Target sequence (P25929 whole entry, looked up): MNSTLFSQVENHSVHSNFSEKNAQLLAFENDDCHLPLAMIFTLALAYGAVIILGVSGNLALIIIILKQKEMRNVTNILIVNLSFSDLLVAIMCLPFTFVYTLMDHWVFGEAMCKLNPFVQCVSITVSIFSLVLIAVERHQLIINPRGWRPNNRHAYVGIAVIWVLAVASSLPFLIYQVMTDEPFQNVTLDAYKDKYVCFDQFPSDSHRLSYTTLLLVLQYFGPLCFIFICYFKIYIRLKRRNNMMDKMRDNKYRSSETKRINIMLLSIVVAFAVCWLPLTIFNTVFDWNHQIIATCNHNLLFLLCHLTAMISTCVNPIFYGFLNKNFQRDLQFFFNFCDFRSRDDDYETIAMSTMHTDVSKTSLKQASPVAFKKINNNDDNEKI
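Assay system: HEK293 Y1/CNG channel cell line; Doses: single compound dose of 3.6 µM, 0.4% DMSO; Timing: dye 3 h, compound 60 min room temperature, stimulation 45 min; Technique: Membrane-potential fluorescent dye readout; Measure: % inhibition of NPY effect.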
NPY1 pot ag: potentiates or activates human NPY-Y1 receptor. P25929. NPY-Y1 expressing cells, potentiator/agonist activation. activation, % at 3.6 µM. hit rate 0.37% among 220,000. AID 1304; in the data active = activation above about 33%, passing the limit was not always enough;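 also: cells stimulated with NPY at EC10 then isoproterenol at EC100; 0% = low agonist plus stimulus and 100% = saturating agonist plus stimulus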
NPY-Y2 PAM-ag: human NPY-Y2 potentiation or agonism, primary screen. hit rate 0.45% among 220,000. activation, % at 3.6 µM. cells expressing NPY-Y2, potentiator/agonist read-out; in the data active = activation above about 27%;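 also: cells stimulated with NPY near EC25 plus isoproterenol at EC100; 0% = vehicle plus submaximal agonist and 100% = vehicle plus saturating agonist; some results beyond the cut were filed as inactive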
Hck-Nef inh: inhibitors of human Hck kinase activated by Nef. inhibition, % at 20 µM. Recombinant Hck-YEEI plus Nef, Z-Lyte FRET kinase assay. AID 463187. P08631. hit rate 0.68% among 220,000;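 active = Hck-Nef kinase inhibition above about 50%, limit read from the data; inactive = inhibition below that limit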;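 also: 0% = DMSO with Hck plus Nef and 100% = Hck alone without Nef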
Target sequence (P08631 whole entry, looked up): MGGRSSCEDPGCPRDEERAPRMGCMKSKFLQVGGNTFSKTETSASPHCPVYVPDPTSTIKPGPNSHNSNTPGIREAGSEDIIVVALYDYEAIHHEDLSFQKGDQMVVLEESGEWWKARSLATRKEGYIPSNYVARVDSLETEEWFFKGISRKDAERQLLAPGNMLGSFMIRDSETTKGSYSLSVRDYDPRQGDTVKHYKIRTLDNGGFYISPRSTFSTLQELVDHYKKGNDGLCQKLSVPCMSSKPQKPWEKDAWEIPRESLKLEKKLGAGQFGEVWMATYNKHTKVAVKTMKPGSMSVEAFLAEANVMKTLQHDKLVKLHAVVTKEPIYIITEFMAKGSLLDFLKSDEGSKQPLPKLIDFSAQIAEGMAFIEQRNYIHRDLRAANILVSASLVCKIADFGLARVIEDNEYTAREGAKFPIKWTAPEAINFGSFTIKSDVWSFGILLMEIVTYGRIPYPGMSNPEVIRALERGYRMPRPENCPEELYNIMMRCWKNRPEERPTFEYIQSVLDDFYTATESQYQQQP
p97 inhibitor: human p97 ATPase inhibition. AID 1481. P55072. hit rate 0.42% among 220,000. inhibition, % at 8 µM. recombinant p97 ATPase, Kinase-Glo ATP luminescence, 3 h; in the data active = inhibition above about 15%;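 also: 0% = DMSO vehicle and 100% = wells lacking enzyme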
RBBP9 inh: human RBBP9 hydrolase inhibition | O75884 | recombinant RBBP9, FP-Rh probe fluorescence polarization | inhibition, % at 7.94 µM | hit rate 0.2% among 220,000;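 active = inhibition above the campaign mean of all tested compounds plus 3 SD, cut at about 14% in these data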;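 also: plate controls were DMSO wells with RBBP9 for no effect and wells lacking RBBP9 protein for full effect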
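Test system: recombinant human RBBP9. Quantity: 2.5 µM RBBP9 dispensing solution, before mixing. Detection: FP readout at 525/598 nm. Reagent: Serine-hydrolase probe FP-Rh, 375 nM pre-mixing. Measure: % inhibition. Control set: DMSO-treated enzyme wells and wells lacking RBBP9. Buffer or medium: Tris-NaCl-Pluronic buffer, pH 8.0. Times: preincubation 30 min plus labeling 45 min at 25 °C.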
Runt-CBFb FRET: inhibitors of human RUNX1 Runt domain binding to CBFb. inhibition, % at 20 µM. AID 1496. Q01196+Q13951. Cerulean-Runt/Venus-CBFb FRET ratio 530/480, 1 h. hit rate 0.46% among 220,000;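 active = inhibition over about 50% at 20 µM in the single-dose screen, limit read from the data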;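 also: 0% = DMSO wells and 100% = excess unlabeled CBFb competitor control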
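test system = Cerulean-tagged RUNX1 Runt domain (FRET donor) fusion protein | reagent = Venus-CBFb binding partner, 100 nM | incubation = protein complex preformed 1 h, compound exposure 1 h, room temperature, dark | detection = FRET fluorescence | read-out basis = loss of energy transfer signal | controls = 5 µM unlabeled CBFb as full-inhibition high control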
The depositor's hits bear a star; / = no result given.

cpd	Molecule	MDM2 E3 inh	Hck-Nef inh	NPY1 pot ag	p97 inhibitor	RBBP9 inh	NPY Y1 blocker	Runt-SMMHC FRET	Runt-CBFb FRET	NPY-Y2 PAM-ag
1	CCCN(CC1CC1)C(=O)CCc1nnc(CCc2c[nH]c3ccccc23)o1	-10	-7	2	-1	-3	2	-7	1	5
2	Cc1ccc(/C(N)=N/OC(=O)c2ccc3c(c2)OCO3)cc1	-37	1	7	4	2	-2	0	-1	5
3	O=C(C1=C[C@@H](c2coc3ccccc3c2=O)C[C@@H](OCc2ccc(CO)cc2)O1)N1CCN(Cc2ccccc2)CC1	/	5	-4	-2	1	4	-3	0	-25
4	COc1ccccc1NC(=O)C(=O)N/N=C(\C)CC(=O)Nc1ccccn1	-12	-15	-4	3	-3	4	1	1	5
5	CC(=O)Nc1ccc2c(c1)OCO2	5	20	17	7	-6	2	3	0	8
6	CCN(CCO)Cc1csc2ccc(C(C)(C)C)cc12	5	6	3	-3	0	7	0	1	6
7	CCOC(=O)c1ccc(OCc2nc(-c3cccs3)no2)cc1	2	1	0	-3	-8	9	0	-2	-15
8	Cc1[nH]n(-c2ccccc2)c(=O)c1C=Nc1ccc(S(=O)(=O)N=C(N)N)cc1	-14	18	4	-1	-6	/	-3	-1	-9
9	C=CCN1C(=O)CSc2ccc(C(=O)N3CCC(C)CC3)cc21	-8	1	-1	0	-2	3	1	-2	-4
10	CC1(C)CC(=O)C(C=NCC2CCN(C(=S)Nc3ccccc3)CC2)=C(O)C1	-7	7	9	5	-8	/	2	-1	-8
11	COc1cc(OC)c(S(=O)(=O)NC(C)C)cc1C(=O)O	-4	-18	-14	-4	-8	/	0	1	1
12	CC(=O)N1C(C)c2ccccc2C(C)(C)CC12CCCCC2 (configuration not stated)	0	1	-9	1	-2	2	2	0	4
13	CCCS(=O)(=O)N1CCC(C(=O)N2CCc3ccccc3C2)CC1	30	2	27	3	0	-6	-24	-4	11
14	COC(=O)C(NC(C)=O)(Nc1nc2ccc(S(C)(=O)=O)cc2s1)C(F)(F)F (configuration not stated)	-36	-3	13	5	-3	1	1	-2	-3
15	O=C(N/N=C/c1c(Nc2cccc(C(F)(F)F)c2)nc2ccccn2c1=O)c1ccccc1[N+](=O)[O-]	6	12	-23	4	-9	-4	-17	-10	0
16	N=c1c(S(=O)(=O)c2ccccc2)cc2c(=O)n3ccccc3nc2n1CCN1CCOCC1	/	24	-37	1	2	2	/	/	-9
17	CC(C)CNC(=O)/C=C/c1cccs1	-20	1	-9	0	2	-2	-3	1	-4
18	COc1ccc(C)cc1NC(=O)c1ccc(S(=O)(=O)N2CCOCC2)cc1	-18	-1	10	-1	-5	6	1	2	-1
19	CCc1cccc(C)c1NC(=O)CN1C(=O)c2ccccc2S1(=O)=O	-9	-1	5	2	-9	2	-8	2	10
20	CCn1cc(CN2CCCC(CO)(Cc3cccc(Cl)c3)C2)cn1 (configuration not stated)	0	15	13	4	-5	2	-3	0	3
21	COC(=O)CC/C(O)=C1\C(=O)CC(C)(C)CC1=NCCc1nc2ccccc2[nH]1	-5	18	-5	-2	-6	-1	2	-3	-11
22	COc1ccc(C2CC(c3ccc4ccccc4c3)=NN2C(=O)CN2C(=O)CCC2=O)cc1 (configuration not stated)	0	-36	4	2	-5	-2	-1	-7	4
23	COC(=O)CCC(=O)OC1(C)C(=O)C=C2C=C(C3CC3)N(CCN3CCOCC3)C=C2C1=O (configuration not stated)	13	18	/	/	/	/	7	2	/
24	COc1ccc(/C=C/C(=O)Nc2c(C(=O)O)[nH]c3ccccc23)cc1OC	0	18	9	4	-15	/	2	3	5
25	Cc1ccc(-c2n[nH]c(=S)n2-c2ccccc2)cc1	1	4	8	1	-3	-4	12	6	1
26	COc1cccc(C2c3[nH]c4ccccc4c3CCN2CCCn2cccn2)c1 (configuration not stated)	-8	-1	-4	1	-2	10	6	1	-7
27	COc1ccc(OCC(=O)N2CCOCC2)cc1	-6	1	4	10	-11	-4	0	2	1
28	Cc1cc(-n2c(C)cc(C(=O)CSc3nc(N)cc(=O)[nH]3)c2C)no1	-8	11	-9	0	-7	/	-2	7	-1
29	CC1CCN(c2c(NCC3CCC(C(=O)N4CCCCC4)CC3)c(=O)c2=O)CC1 (configuration not stated)	-13	-2	15	-9	-13	3	-8	1	-1
30	Cc1cccc(-n2nnnc2SC(C)C(=O)NCCC2=CCCCC2)c1 (configuration not stated)	-1	-3	-6	-6	-7	16	-8	-4	0
31	CC1=C(n2nnc([N+](=O)[O-])n2)C(c2cccnc2)C(C#N)=C(N)O1 (configuration not stated)	1	2	-30	-2	-12	7	1	0	1
32	CCOc1ccc(C(C)=O)cc1CN1C(=O)NC2(CCCCC2C)C1=O (configuration not stated)	-21	1	-12	-6	-4	8	2	-3	-5
33	COc1ccc(C(=O)CSc2nc3c(c(=O)n(C)c(=O)n3C)n2C)cc1	-14	12	2	5	0	3	/	/	2
34	Cc1[nH]c2ccccc2c1C1=CN2CCS(=O)(=O)N=C2S1	-7	2	-9	-2	-6	-3	1	0	-3
35	Cc1cc(C)n2nc(SCc3cc(=O)oc4ccc5ccccc5c34)nc2n1	-22	1	-10	1	-8	7	-6	2	-12
36	Cc1ccc(/C=N/NC(=O)CNC(=O)c2ccc(C)c([N+](=O)[O-])c2)o1	3	3	5	2	3	4	-1	1	3
37	CC1=Nc2ccccc2/C1=C/c1c(N)n2c(S(=O)(=O)CC(C)C)nsc2nc1=O	-14	11	1	18*	-11	7	54	19	-10
38	Cn1c(SCC(=O)N2CCCC2=O)nnc1-c1ccccc1F	-2	15	-10	-3	-7	1	-1	-2	-2
39	NC(=O)c1ccc[n+](CC(=O)c2ccc(F)cc2)c1	-5	27	7	1	-6	/	-1	2	-5
40	Cc1nn(CC(O)Cn2c3c(c4ccccc42)CCN(C)C3=O)c(C)c1Br (configuration not stated)	3	-1	7	-1	-4	-1	-5	-2	-8
41	CCC(C)NC(=S)N(CCc1ccccc1)Cc1cc2cc(OC)c(OC)cc2[nH]c1=O (configuration not stated)	-6	4	-35	4	-10	2	-7	-77	-7
42	CC(C)N(C)C(=O)c1ccc(OC2CCN(CCc3ccccc3)CC2)cc1	-6	3	0	-3	-3	0	0	0	-4
43	COc1cc(C)nc(OCCNC(=O)COc2ccc(Cl)cc2C)n1	-9	0	-10	0	3	-6	3	-1	-8
44	Cc1ccc(C)c(NC(=O)Cn2c(=O)n(-c3ccc(CC(=O)NCC4CCCO4)cc3)c(=O)c3ccccc32)c1 (configuration not stated)	27	20	9	4	0	4	-8	1	13
45	CC(C)(C)C(=O)Nc1ccc(Oc2ccc3c(c2)C(=O)N(c2ccc(O)cc2)C3=O)cc1	-19	3	24	2	0	-1	1	1	0
46	CCCN1CCC(NC(=O)Nc2ccc(F)cc2F)CC1	-3	3	-4	-3	-4	0	1	0	-17
47	Cc1cnc(C(=O)Nc2cccc3ncccc23)cn1	/	5	9	-1	-13	0	-3	0	6
48	Cc1ccc(CN=C2NC(=O)C(CC(=O)NCCc3ccccc3)S2)cc1 (configuration not stated)	3	24	2	-1	-4	3	-2	-1	5
49	N#CC(C#N)=c1ccc2c(c1)N1C3=C(CCCC3)CC3CCCCC31N=2 (configuration not stated)	-5	2	15	2	8	-5	-1	-4	-6
50	COc1ccc(-c2nc(N)n(C(=O)Cc3ccccc3)n2)cc1	-11	1	-14	-4	-2	3	-10	-2	-17
51	COc1ccccc1-c1cc(C(=O)Nc2ccc(F)cc2F)no1	-6	0	-20	-9	-9	3	-3	2	-11
52	COc1ccc(CNC(=O)C(NS(=O)(=O)c2ccc3c(c2)CCCN3C(C)=O)C(C)C)cc1 (configuration not stated)	-18	3	-17	1	-3	15	1	0	-8

Random draw from the library. About 3.5% of those tested had a hit in this group.
